COUP-TFII inh – inhibitors of human COUP-TFII (NR2F2); P24468; HEK293T NGFI-A luciferase reporter, luminescence; inhibition, % at 8.6 µM; hit rate 0.7% among 370,000; AID 686940;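 active means inhibition above a per-plate cutoff, mean inhibition of test wells between control levels plus 3 SD, cut at about 38% in these data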;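 further: cells cotransfected with COUP-TFII expression vector driving the NGFI-A reporter; 0% = median of COUP-TF2 test wells and 100% = reporter-only cells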
Target sequence (P24468 whole entry, looked up): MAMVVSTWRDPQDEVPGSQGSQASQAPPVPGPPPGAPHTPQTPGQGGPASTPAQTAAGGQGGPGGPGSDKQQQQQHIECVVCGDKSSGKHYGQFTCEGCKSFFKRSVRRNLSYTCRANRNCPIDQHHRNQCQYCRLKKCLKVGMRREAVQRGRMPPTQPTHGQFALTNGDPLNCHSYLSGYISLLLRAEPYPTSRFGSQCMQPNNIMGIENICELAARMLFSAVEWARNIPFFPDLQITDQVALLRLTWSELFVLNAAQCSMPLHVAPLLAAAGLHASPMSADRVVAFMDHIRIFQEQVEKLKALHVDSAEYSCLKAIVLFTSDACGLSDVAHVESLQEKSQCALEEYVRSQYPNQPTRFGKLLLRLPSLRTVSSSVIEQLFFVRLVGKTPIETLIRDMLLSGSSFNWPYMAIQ
LMP1 NFkB inh – reduces LMP1-driven NF-kappaB luciferase signal; hit rate 0.69% among 350,000; LMP1-induced NF-kappaB luciferase reporter cells, luminescence; inhibition, % at 12.5 µM; in the data active means inhibition above about 41%;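 further: 0% = neutral control wells and 100% = reference inhibitor control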
Shn3 inh set2 – inhibitors of Schnurri-3 3'UTR reporter in osteoblasts; Clone20 osteoblast Shn3 3'UTR firefly luciferase, 24 h; inhibition, % at 12.5 µM; hit rate 0.52% among 360,000;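 active means mean inhibition of at least 75% with every replicate also reaching 75%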;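 further: 0% = median of neutral control wells and 100% = pilot-screen positive control compound; some compounds past the cut are filed as inactive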
KKLEB cytotox – reduces viability of KKLEB cystic fibrosis airway cells; activity change (cytotoxicity), % at 5 µM; hit rate 0.36% among 360,000; AID 602141; KKLEB CF airway cells viability, ATPlite luminescence, overnight; stronger effect = lower value; cells stimulated with P. aeruginosa culture filtrate;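 active means corrected activity change at or below -50% at 5 µM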
C8 TRAIL sens – caspase-8 TRAIL sensitization. NB7+C8 cells + TRAIL, ATPlite viability luminescence. inhibition (viability loss, TRAIL sensitization), % at 10 µM. hit rate 1% among 360,000. AID 624354;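 active means compounds causing at least 50% loss of cell viability in the single-dose screen, relative to plate controls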
SRC1 inh – human NCOA1 inhibition; Q15788; HEK293 GAL4-SRC1 luciferase reporter, luminescence; inhibition, % at 3.6 µM; hit rate 0.12% among 360,000; AID 588354;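 active means inhibition above the campaign mean plus 3 SD, with each screening campaign given its own cutoff, cut at about 60% in these data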;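 further: 0% = DMSO treated cells and 100% = gossypol at 36 µM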
CF NFkB inh – inhibitors of cystic fibrosis induced NF-kB; KKLEB NF-kB-GFP reporter, PAF-induced, GFP fluorescence overnight; hit rate 0.86% among 360,000; AID 588850; inhibition, % at 5 µM;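 active means at least 50% inhibition at 5 µM, scaled per plate between neutral and stimulator controls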;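 further: PAF is a Pseudomonas aeruginosa culture filtrate used as stimulus; plate controls were PAF-stimulated DMSO wells for no effect and unstimulated DMSO wells for full effect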
SRC3 inh – inhibits human SRC3 coactivator. Q9Y6Q9. HEK293 GAL4-SRC3 luciferase reporter, luminescence. inhibition, % at 3.6 µM. hit rate 0.17% among 360,000. AID 588352;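 active means inhibition above a per-campaign cutoff, the mean of all compounds plus 3 SD, cut at about 60% in these data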;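 further: 0% = DMSO-treated cells and 100% = gossypol-treated cells at 36 µM; higher means less SRC3-driven luciferase light from the GAL4 reporter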
LRH-1 inv ag – suppresses constitutive activity of human LRH-1; HEK293T StAR-luciferase reporter, LRH-1 transfected, 24 h; inhibition, % at 3.6 µM; hit rate 0.13% among 360,000; AID 602396;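 active means inhibition above the mean inhibition of all tested compounds plus 3 SD, cut at about 73% in these data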;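 further: 0% = DMSO wells and 100% = reporter-only cells lacking LRH-1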
Target sequence (O00482 whole entry, looked up): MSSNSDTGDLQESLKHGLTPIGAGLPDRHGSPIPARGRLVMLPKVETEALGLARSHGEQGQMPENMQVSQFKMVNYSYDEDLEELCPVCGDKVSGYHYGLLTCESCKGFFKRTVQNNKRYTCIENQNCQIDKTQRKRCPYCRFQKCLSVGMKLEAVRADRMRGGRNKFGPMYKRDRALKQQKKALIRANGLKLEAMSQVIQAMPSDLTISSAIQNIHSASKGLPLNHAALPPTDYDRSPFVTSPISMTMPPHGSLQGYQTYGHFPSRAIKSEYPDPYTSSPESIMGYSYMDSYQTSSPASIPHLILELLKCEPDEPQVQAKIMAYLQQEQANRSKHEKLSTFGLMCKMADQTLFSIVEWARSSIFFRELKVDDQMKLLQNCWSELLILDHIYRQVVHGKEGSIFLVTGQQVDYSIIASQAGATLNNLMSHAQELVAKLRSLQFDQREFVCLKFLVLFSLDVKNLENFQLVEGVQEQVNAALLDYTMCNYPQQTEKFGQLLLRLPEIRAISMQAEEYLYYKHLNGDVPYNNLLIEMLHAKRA
TROY signal inh – inhibitors of TROY-dependent NF-kB signaling | Q293 LMP1-TROYcd NF-kB luciferase reporter, 4 h | inhibition, % at 10 µM | hit rate 0.98% among 360,000 | AID 1347056;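 active means compounds whose plate-normalised and pattern-corrected inhibition of the luciferase reporter signal at the single screening dose is 50% or more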
TWEAK Fn14 block – TWEAK-Fn14 signaling inhibition | TWEAK-stimulated Fn14 reporter cells, luciferase luminescence, 8 h | inhibition, % at 10 µM | hit rate 2% among 360,000; in the data active means inhibition above about 50%
Active calls of the source: *; x = not tested or not shown.

Each structure is followed by: COUP-TFII inh, LMP1 NFkB inh, Shn3 inh set2, KKLEB cytotox, C8 TRAIL sens, SRC1 inh, CF NFkB inh, SRC3 inh, LRH-1 inv ag, TROY signal inh, TWEAK Fn14 block
- COc1cc(OC)cc(C(=O)NC(C(=O)N2CCC2)C(C)C)c1 (stereo not given)
→ -15, -2, 5, 5, -4, -2, -6, -50, -17, -19, 11
- CCOC(=O)COc1ccc2c3c(c(=O)oc2c1)CCCC3
→ -6, -7, 1, 5, 2, 5, 5, -1, 1, 4, -4
- CCOc1ccc(OCC)c(NC(=O)C2CCN(c3ncccn3)CC2)c1
→ 6, -5, -12, 6, -14, 8, -10, 1, -7, 12, 3
- Nc1nc(N)c2cc(Sc3ccc(Cl)cc3)ccc2n1
→ -4, 8, 79, -16, 73*, -32, 31, -8, 18, 25, 22
- O=C(CN1C(=O)NC2(CCCC2)C1=O)Nc1cccc(Cl)c1Cl
→ 15, -11, 5, -10, 3, 18, 2, 16, 20, -2, 24
- CCC(C)Nc1nnnc2c1sc1nc3c(cc12)COC(C)(C)C3 (stereo not given)
→ -9, -3, 4, -12, 4, -7, 0, -30, -24, -21, -35
- Cc1ccccc1NC(=O)c1c(C)nn(-c2ccccc2)c1Cl
→ -9, -3, -59, -4, 5, -8, 21, 16, -28, -55, -17
- CCCCn1c(SCC(=O)Nc2cc(C)on2)nnc1-c1cccnc1
→ -21, -15, -8, 7, -1, 2, -3, -10, 1, 11, 9
- Cc1cc(C)cc(CC2CC(=O)N(c3ccc([N+](=O)[O-])cc3)C2=O)c1 (stereo not given)
→ -10, 18, 32, -9, -15, -19, 4, -9, -11, 0, -5
- O=C(COc1ccc2c3c(c(=O)oc2c1)CCC3)NCC(O)c1ccccc1 (stereo not given)
→ -10, 5, -8, -5, -10, -12, -21, 2, 13, -10, 2
- Cc1cc(C)c2oc(C(=O)NCc3ccccc3)cc(=O)c2c1
→ 0, 0, 6, -15, -17, 13, 5, -2, -4, -8, -10
- Cc1ccc(NC(=S)N(CCN2CCOCC2)Cc2ccccc2F)cc1
→ 7, -2, -7, -2, -7, -10, 15, -6, -11, 6, 0
- COc1cc2[nH]c(C(=O)NCc3ccccc3)cc2c(OC)c1OC
→ -24, 22, -11, 4, -6, -8, -29, 11, 1, 13, -8
- Cc1ccc(NC(=O)c2ccc3c(c2)OCCO3)cc1
→ -14, 22, -2, -8, 67*, -92, 3, -74, -103, 26, 68*
- O=C(N/N=C/c1ccc(OC(=O)c2cccs2)cc1)c1cccc(F)c1
→ x, -9, -29, -4, 17, -55, -6, -35, -43, -41, -3
- Cc1nc2c(cnn2-c2ccccc2Cl)c(=O)n1-c1ccc(N2CCC(C)CC2)cc1
→ 9, 7, 61, -12, 16, 7, -16, 2, -5, 7, -7
- CCOC(=O)c1c(C)cc(O)cc1O
→ 5, 1, 1, 0, -18, -2, 26, 11, -20, -23, -1
- CCOC(=O)CN(c1ccccn1)S(=O)(=O)c1ccc(OC)cc1
→ -12, -3, 1, 13, 0, 11, 20, 18, 7, -1, -10
- CCOc1ccc(C(c2c(NC(=O)c3ccco3)sc(C)c2C)N2CCOCC2)cc1 (stereo not given)
→ -18, 8, 6, 8, 5, -4, 4, -9, -26, 12, 66*
- O=C(NCC(=O)N1CCC2(CC1)NCCc1[nH]cnc12)c1ccc2ccccc2c1
→ 2, -3, -6, 8, -6, -3, -2, 1, -17, 14, -17

Additional records.
Each structure is followed by: COUP-TFII inh, LMP1 NFkB inh, Shn3 inh set2, KKLEB cytotox, C8 TRAIL sens, SRC1 inh, CF NFkB inh, SRC3 inh, LRH-1 inv ag, TROY signal inh, TWEAK Fn14 block
- COc1ccc(-c2noc(CCCOc3ccccc3)n2)cc1OC
→ 20, -5, -7, 1, 10, 11, 1, 11, 4, -7, -4
- COc1ccc(Cc2c(N)nc(N)nc2N)cc1
→ -5, -4, 11, -11, -6, -10, 0, -13, -17, 33, 2
- CC(/C=C/c1ccc2c(c1)OCO2)=N\NC(=O)COc1ccccc1C
→ 2, 2, 2, 1, 12, 0, -8, 10, 4, 20, 7
- Cc1cccc(-c2nc(CS(=O)CC(=O)N3CCCCC3)c(C)o2)c1 (stereo not given)
→ -9, 3, -17, 13, -2, -6, 7, -7, 0, -5, -6
- Cc1cccc(/C=N/n2c(-c3cc(-c4ccccc4)n[nH]3)n[nH]c2=S)c1
→ -7, 0, -5, 4, 5, -32, 5, -4, -11, 3, -14
- O=C(c1ncn[nH]1)N1CCN(c2nc(-c3ccccc3)cs2)CC1
→ -6, -3, -26, 10, 6, -7, -14, -4, 3, -15, 14
- Nc1cc(C(F)(F)F)ccc1NCCc1ccccn1
→ 25, 3, -3, 1, -4, 0, -8, -5, -10, -19, 0
- COc1ccc([N+](=O)[O-])cc1NC(=O)c1ccc(C)o1
→ -5, 13, 4, 2, 1, -5, -7, 5, 12, -7, -11
- Cc1cccc2nc(CSc3nc4cc([N+](=O)[O-])ccc4s3)cn12
→ -2, 11, 12, -9, 4, 3, 10, -4, -15, -15, 13
- CC(CC(=O)Nc1ccccc1)n1ccnc1 (stereo not given)
→ 9, -5, -1, 7, 3, 3, -12, 11, 17, 10, -2
- COc1ccc(C(=O)NC(=S)N2CCOCC2)cc1Br
→ 12, 2, 23, 3, 1, -11, -12, 2, -14, -23, -9
- COc1cccc(N2CCN(C(=O)c3cc4cc(Cl)ccc4[nH]3)CC2)c1
→ -5, -3, 0, -4, 7, -15, -6, -3, 4, 17, 2
- CC1(C)C2CCC1(C)C(OC(=O)c1ccc(O)cc1)C2 (stereo not given)
→ 14, -2, 22, -6, 5, 2, 18, -6, -7, 26, 16
- Nc1ccc(S(=O)(=O)NC2=NCCCCC2)cc1
→ 8, -2, 2, 4, -15, 3, 1, 16, 19, -2, -12
- Cc1ccc(NS(=O)(=O)c2ccc(-n3cccn3)cc2)c(Cl)c1
→ 3, -4, -1, 2, -14, -3, -22, -11, -9, 4, -1
- O=C(/C=C/c1ccccc1)OCCN=C1NS(=O)(=O)c2ccccc21
→ 8, 4, 28, -2, -18, -20, 16, -6, -7, -21, 25
- COc1cc(C(=O)n2nc(C)cc2C)ccc1O
→ 17, 3, -9, 5, -2, -17, -6, 4, 7, 2, 16
- Cc1ccc(C(=O)Nc2ccc(C(=O)N/N=C/c3ccccn3)cc2)cc1
→ -17, 2, 1, -4, 10, -32, 14, -52, 0, -6, 19
- Cc1ccc2ncnc(NCCCCCC(=O)O)c2c1
→ -7, -9, 5, -4, 4, -9, 4, 0, 4, -1, -20
- CN(C)CCNC(=O)c1cccc(-c2cccc3nccn23)c1
→ 14, x, -10, -10, -4, 12, 4, -4, 8, 3, -9

Later entries:
Each structure is followed by: COUP-TFII inh, LMP1 NFkB inh, Shn3 inh set2, KKLEB cytotox, C8 TRAIL sens, SRC1 inh, CF NFkB inh, SRC3 inh, LRH-1 inv ag, TROY signal inh, TWEAK Fn14 block
- CCN(CC(=O)NCc1cccs1)C(=O)c1cc(S(=O)(=O)N2CCOCC2)ccc1C
→ -6, 1, -1, -1, -1, -7, 8, 17, 14, 11, -19
- COc1ccc(S(=O)(=O)Nc2ccc(C(N)=O)cc2)cc1C(=O)N1CCCCCC1
→ -1, -8, -34, 9, -1, -5, -2, 0, 0, -23, -6
- COc1cc(NC(=O)c2ccco2)c(OC)cc1NC(=O)CCC(=O)Nc1cccc(C)c1C
→ 4, 22, 23, 9, 1, -4, 0, 14, 0, -5, 18
- COc1ccc(Cl)cc1NC(=S)NNC(=O)c1cccs1
→ -18, -4, 10, 11, 0, -3, -14, 1, -23, -51, 9
- O=S(=O)(Nc1nc2ccccc2s1)c1ccc(Cl)nc1
→ 11, -14, x, -10, 16, 3, 3, 20, -15, 18, -9
- Nc1nc(Nc2ccccc2)nc(N2CCCC2)c1[N+](=O)[O-]
→ -23, -28, -60, -11, 4, -37, 17, -64, -40, -15, -6
- Cc1c(C(=O)N(C)Cc2ccccc2)oc2c(Cl)cccc12
→ 5, -13, 19, -5, 1, 5, -15, 0, -7, 3, 5
- COc1cccc(C(=O)NCC(=O)OCC(=O)Nc2ncc(Cl)cc2Cl)c1
→ -10, -8, -2, -19, -4, -20, 15, -5, 7, -9, 88*
- Cc1c(C(=O)NC(=S)NCC(C)C)oc2ccccc12
→ 18, -47, -48, 10, 6, -9, 0, 2, -1, -43, -26
- O=C(COC(=O)c1ccco1)NCc1ccco1
→ 0, 1, 15, -4, -4, -1, 8, 0, -3, -11, 0
- Cc1occc1-c1nnc(SCC(=O)c2ccc(F)cc2)o1
→ -12, -6, -22, 7, 11, -47, -15, -11, -25, -44, -14
- COc1ccc(Cl)cc1Cn1c(C)c(C(=O)NCc2ccc(C#N)cc2)sc1=O
→ 8, x, 45, -1, -2, -4, 11, 1, 2, 32, 8
- COc1ccc(NC(=O)CSc2nc3nc(-c4cccs4)cc(C(F)(F)F)c3c(=O)[nH]2)c(OC)c1
→ 0, -8, 18, 7, 4, -2, -27, 7, 12, 17, -7
- Cc1nc2ccc(Cl)cc2nc1C
→ 25, 3, 3, -3, -1, -5, 7, 18, 8, -6, 3
- CC1CCN(CC(=O)NC(=O)NCc2ccccc2)CC1
→ -1, 11, 15, 0, -9, -22, 1, 6, -13, -24, -4
- CCC(C)C(NC(=O)c1ccccc1)C(=O)N1CCN(C(=O)c2ccccc2)CC1 (stereo not given)
→ 4, 5, -12, 9, -4, 10, 25, 10, 9, 0, 8
- CC(=O)Nc1cccc(NC(=O)CSc2nnc3ccc(-c4cccnc4)nn23)c1
→ 5, -4, -2, -14, 7, 12, -14, -2, -2, 10, -9
- O=C1C2CCCN2C(=S)N1c1ccccc1 (stereo not given)
→ -7, -3, -5, -22, -2, 15, 2, 1, 4, -6, 0
- COCCN(C(=O)COC(=O)Cc1c[nH]c2ccccc12)c1c(N)n(Cc2ccccc2)c(=O)[nH]c1=O
→ 11, 30, -2, 4, -1, -4, 5, 14, 7, -23, 2
- COc1ccc(C2CC(=O)c3c(C)nc(N4CCN(Cc5ccccc5)CC4)nc3C2)cc1OC (stereo not given)
→ 62*, 14, 43, 5, 40, -4, 12, 14, 15, 39, 45
- NC(=O)Cn1cc(/C=N\NS(=O)(=O)c2cccc([N+](=O)[O-])c2)c2ccccc21
→ -1, 3, -4, -27, 0, -12, 7, -52, 1, 18, 13

Assay outcomes as filed in PubChem BioAssay.

An excerpt; count on the stated rates, not on these rows.
